Screening data: PubChem, Southern Research Specialized Biocontainment Screening Center
inhibitors of VEEV = inhibitors of VEEV TC-83 cytopathic effect, confirmation, Vero cells (AID 588727); actives 0.13% (n = 350,000); inhibition, % at 20 µM, or IC50 in µM where a hit was titrated; Vero cells, VEEV TC-83 cytopathic effect inhibition; higher % means a stronger effect; in the data active = a potency from the dose series; inconclusive = inhibition mostly from about 14% at the one dose, without a potency; inactive = the rest, 99 in 100 with inhibition below about 12%; also: strong numbers were not always called active
PhoP GFP inhibition = PhoP regulon inhibitors, Salmonella typhi PhoP promoter GFP reporter, confirmatory (AID 1850) | Salmonella Typhi PhoP-promoter GFP reporter, fluorescence, 4 h; higher % means a stronger effect | one-dose inhibition, % at 50 µM; IC50 in µM for titrated hits | actives 0.33% (n = 310,000); in the data active = a potency from the dose series; inconclusive = inhibition mostly from about 25% at the one dose, without a potency; inactive = the rest, 99 in 100 with inhibition below about 19%;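 also: 0% = induced wells with vehicle and 100% = uninduced wells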
influenza NS1A = H1N1 influenza NS1A inhibitors, functional cell based assay (AID 504329); NS1A functional cell-based assay, percent inhibition; higher % means a stronger effect; inhibition, % at 12.5 µM; hits with a dose series show IC50 in µM; actives 0.3% (n = 340,000); in the data active = a potency from the dose series; inconclusive = inhibition above about 27% without an active follow-up result; also: strong numbers were not always called active
M. tuberculosis = growth inhibition of non-replicating M. tuberculosis (AID 488890). actives 0.39% (n = 320,000). inhibition, % at 25 µM, or IC50 in µM where a hit was titrated. Mycobacterium tuberculosis non-replicating, growth inhibition; higher % means a stronger effect; in the data active = a potency from the dose series; inconclusive = inhibition mostly from about 82% at the one dose, without a potency; inactive = the rest, 99 in 100 with inhibition below about 76%;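 also: plate controls were DMSO cells for no effect and high antibiotic wells for full effect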
M. tuberculosis HTS = M. tuberculosis growth inhibition, HTS (AID 449762) | M. tuberculosis H37Rv growth inhibition, 7H9 media; higher % means a stronger effect | inhibition, % at 25 µM; hits with a dose series show IC50 in µM | actives 0.59% (n = 330,000); in the data active = a potency from the dose series; inconclusive = inhibition above about 70% without an active follow-up result;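 also: bacterial growth assessed after seven days of incubation; strong numbers were not always called active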
inhibitors of VEEV 10K pilot screen = also measured in inhibitors of VEEV; calls as there; inhibition, %; measured here: 10K pilot screen inhibition
Numbers without * were called inactive; i = inactive; ? = inconclusive; nt = not tested or not shown; & = joins results of further samples.

Start of the listing, in advance, seven compounds:
SMILES	inhibitors of VEEV	PhoP GFP inhibition	influenza NS1A	M. tuberculosis	M. tuberculosis HTS	others
CCCC(=O)Nc1ccc(NC(=S)NC(=O)c2ccccc2[N+](=O)[O-])cc1	5.0%	0%	2%	21%	-4%
COc1ccc(CN2[C@@H](CC(=O)O)c3cc(F)ccc3S2(=O)=O)cc1	0.3%	-3%	13%	-6%	-5%
COC(=O)[C@H](Cc1c[nH]c2ccccc12)NC(=O)Cc1c[nH]c2ccccc12	1.8%	4%	-17%	-16%	2%
O=C(Cc1c(F)cccc1Cl)NCCCn1ccnc1	0.5%	-9%	5%	-5%	-15%
Cc1ccc(NC(=O)c2sc(=S)n(-c3cc(C)ccc3F)c2N)cc1	2.0%	1%	5%	17%	4%
O=C(Cn1nc(-c2nn(CC(=O)c3ccccc3)c3[n+]2CCCCC3)[n+]2c1CCCCC2)c1ccccc1	0.5%	23%	nt	39%	-16%
O=C(NCCCN1CCOCC1)C(=O)NCc1ccco1	1.0%	5%	0%	-36%	-2%

The listing, previewed entries included:
SMILES	inhibitors of VEEV	PhoP GFP inhibition	influenza NS1A	M. tuberculosis	M. tuberculosis HTS	others
CCCC(=O)Nc1ccc(NC(=S)NC(=O)c2ccccc2[N+](=O)[O-])cc1	5.0%	0%	2%	21%	-4%
COc1ccc(CN2[C@@H](CC(=O)O)c3cc(F)ccc3S2(=O)=O)cc1	0.3%	-3%	13%	-6%	-5%
COC(=O)[C@H](Cc1c[nH]c2ccccc12)NC(=O)Cc1c[nH]c2ccccc12	1.8%	4%	-17%	-16%	2%
O=C(Cc1c(F)cccc1Cl)NCCCn1ccnc1	0.5%	-9%	5%	-5%	-15%
Cc1ccc(NC(=O)c2sc(=S)n(-c3cc(C)ccc3F)c2N)cc1	2.0%	1%	5%	17%	4%
O=C(Cn1nc(-c2nn(CC(=O)c3ccccc3)c3[n+]2CCCCC3)[n+]2c1CCCCC2)c1ccccc1	0.5%	23%	nt	39%	-16%
O=C(NCCCN1CCOCC1)C(=O)NCc1ccco1	1.0%	5%	0%	-36%	-2%
Cc1cccc(-c2cnn(-c3ccccc3)c2N)c1	1.2%	-2%	-10%	-2%	-3%
CC1Cc2ccccc2N1C(=O)CCNS(=O)(=O)c1cccc2nsnc12 (stereo not drawn)	i	7%	0%	9%	2%
O=C(CCl)N(CCCNC(=O)C(F)(F)F)c1ccc([N+](=O)[O-])cc1	?	-4%	-14%	71%	?
COc1cc(NC(=O)CSc2nc(C)c(C)c(C)n2)c(C)cc1[N+](=O)[O-]	i	-15%	0%	-8%	7%
CC(C)C[C@H](NC(=O)N1c2ccccc2NC(=O)[C@@H]1C(C)C)C(=O)N1CCC[C@@H]1C(=O)O	0.4%	-10%	-7%	-4%	-6%
COC(=O)c1cc(NC(=O)c2ccccc2)c(=O)oc1C/C=N\OCc1ccc(Cl)cc1Cl	2.5%	5%	0%	-4%	-3%
Cc1ccc(CN2CCN(/N=C/c3ccc(C(F)(F)F)cc3)CC2)c(C)c1	i	-3%	0%	18%	?
Cc1cc2ncn(CS(C)(=O)=O)c2cc1C	0.9%	-3%	-4%	3%	-3%
O=C1C(Oc2ccc(Cl)cc2)C(c2ccc3c(c2)OCO3)N1CC1CCCO1 (stereo not drawn)	6.7%	-4%	-2%	43%	-4%
Nc1nc(-c2ccco2)nc(N2CCCCC2)n1	0.0%	-4%	-7%	-1%	-4%
Cc1cc(C(C)(C)C)cc(C)c1COC(=O)C1CCC(=O)N1 (stereo not drawn)	0.9%	10%	-4%	-10%	2%
Cc1cc([N+](=O)[O-])c(C)cc1-c1ccc(/C=N/n2cnnc2)o1	0.5%	-2%	-15%	-8%	3%
CCc1nc2ccccc2c(C(=O)Nc2ccc(C)cc2)c1C	i	2%	-5%	-5%	4%
O=C(O)C1CCN(C(=O)c2ccccc2N2C(=O)[C@@H]3Cc4c([nH]c5ccccc45)C(c4cccc(Cl)c4)N3C2=O)CC1 (stereo partly drawn)	4.8%	-4%	5%	7%	-19%
C=CCNC(=O)/C(=C\c1ccc2c(c1)OCO2)NC(=O)c1ccc(Br)cc1	i	-4%	19%	10%	11%
O=C(NCCN1CCC(Cc2ccccc2)CC1)C1CCCN(S(=O)(=O)c2cnc[nH]2)C1 (stereo not drawn)	0.5%	-14%	-2%	nt	0%
CC(C)CCOc1ncnc2c1sc1nc3c(cc12)CSC(C)(C)C3	3.4%	nt	7%	nt	nt
CCc1ccc(/C=C2/SC(=S)N(CCC(=O)Nc3ccc(C(=O)O)cc3)C2=O)cc1	0.9%	-12%	23%	-13%	-4%
Cc1ccc(C(=O)Nc2ccc(S(=O)(=O)N3CCN(C)CC3)cc2)cc1	1.4%	6%	0%	-7%	-4%
Cc1ccc(C)c(NC(=O)CSc2nc3ccccc3nc2N2CCOCC2)c1	0.3%	-13%	2%	-4%	1%
Cn1c(=O)[nH]c2c(cnn2C)c1=O	0.5%	nt	-3%	nt	nt
CCCCCC1CCC(C(=O)NNC(=S)NCC)CC1 (stereo not drawn)	i	-5%	9%	76%	0%
Cn1cc([N+](=O)[O-])c(C(=O)NC2CCCC2)n1	6.1%	nt	-12%	nt	nt
C=CC(=O)N=c1sc2ccccc2n1-c1ccccc1	?	-2%	-4%	?	50%
CCCN1CCC(N2CCCC(C(=O)O)C2)CC1 (stereo not drawn)	0.4%	5%	1%	0%	-2%
Cc1nn2c(-c3ccncc3)ccnc2c1Br	0.2%	10%	-12%	1%	-4%
O=C(COc1cccc2c1CCNC2=O)NC1CCCCC1	1.4%	3%	-11%	-9%	8%
CC(=O)c1ccc(N2CCN(CCC#N)CC2)c(F)c1	0.6%	1%	6%	-2%	3%
Cc1ccc(C(=O)OCC(=O)NN2C(=O)NC3(CCC(C)CC3)C2=O)cc1 (stereo not drawn)	i	0%	7%	-10%	-3%
O=C(Cc1cccs1)NNC(=S)NC(=O)c1ccccc1	1.3%	23%	-1%	?	32%
COC(=O)c1ccc(CN2CCCC(C(=O)Nc3cccc(-n4cnnn4)c3)C2)cc1 (stereo not drawn)	2.6%	-1%	-2%	-1%	-2%
C=CCOc1ccccc1CNCc1cccnc1	1.8%	-1%	-5%	1%	-1%
CN(c1ccccc1)S(=O)(=O)c1cccc(C(=O)N2CCN(c3ccccn3)CC2)c1	12%	-10%	-17%	0%	-2%
Cn1ccnc1SCC(=O)Nc1nc2c(F)c(F)c(F)cc2s1	0.7%	-2%	0%	?	-6%
O=C(NC(=S)NCCN1CCOCC1)c1cccc(Cl)c1	2.0%	-6%	2%	0%	2%
CCOc1ccccc1C1CC(=O)Nc2c1c(=O)n(C)c(=O)n2C (stereo not drawn)	0.3%	-11%	-1%	nt	2%
CCN(CC)CCn1c2ccccc2c2nc3ccccc3nc21	i	-11%	-14%	30%	-1%
O=C(C1CCCN(S(=O)(=O)Cc2ccccc2)C1)N1CCC(Cc2ccccc2)CC1 (stereo not drawn)	6.1%	-5%	1%	28%	0%
Cc1csc(=Nc2c(C)n(C)n(-c3ccccc3)c2=O)n1Cc1ccccc1	1.9%&0.9%	-1%	6%&4%	nt	4%
COc1ccc(CN2CCN(S(=O)(=O)c3ccc(NC(C)=O)cc3)CC2)cc1OC	0.2%	0%	7%	13%	4%
CCCCNC(=S)Nc1ccccc1Cc1ccccc1	i	-7%	-2%	?	-9%
COc1ccc(C(=O)N2CCN(S(=O)(=O)c3cc(Cl)ccc3OC)CC2)cc1	i	4%	2%	9%	11%
O=C(OCC(=O)N1N=C(c2ccc(Cl)cc2)CC1c1ccco1)c1ccco1 (stereo not drawn)	1.1%	1%	3%	1%	2%
COc1cccc(C(=O)Nc2nc(SCc3ccc(Cl)cc3)n[nH]2)c1	0.6%	-4%	0%	5%	-1%
O=C(O)c1ccccn1	0.5%	-22%	7%	-6%	3%
O=C1CC(C(=O)NC2CCCCC2)C2(CCCCC2)O1 (stereo not drawn)	1.5%	0%	-12%	-3%	7%
O=C(NCc1cccnc1)/C(=C/c1ccc(-c2ccc(Cl)cc2)o1)S(=O)(=O)c1ccccc1	i	0%	3%	?	?
O=C(Nc1cnn(Cc2ccc(Cl)cc2Cl)c1)c1cc(-c2cccs2)on1	8.6%	-3%	-23%	16%	2%
Cc1oc(-c2ccccc2Cl)nc1CS(=O)CC(=O)NCc1cccs1 (stereo not drawn)	2.5%	-9%	7%	-17%	-2%
CCn1nc(C)c(NC(=O)c2ccc(Cl)cc2)c1C	i	-2%	4%	-7%	1%
CCC1(CC)Cc2ccccc2C(N)=C1C#N	4.5%	4%	-10%	32%	23%
O=C(CSc1nnc(-c2c[nH]c3ccccc23)o1)c1ccc(-c2ccccc2)cc1	4.2%	-21%	10%	2%	-9%
CCOC(=O)C1CCN(c2nc3c(C)cccn3c(=O)c2/C=C(\C#N)S(=O)(=O)c2ccccc2)CC1	i	3%	-13%	26%	-17%
More records follow:
SMILES	inhibitors of VEEV	PhoP GFP inhibition	influenza NS1A	M. tuberculosis	M. tuberculosis HTS	others
COCCN(CC(=O)Nc1ccccc1C)S(=O)(=O)c1ccc(S(=O)(=O)N2CCCC2)cc1	1.7%	1%	1%	-2%	-1%	inhibitors of VEEV 10K pilot screen=0.0
COc1ccc(-c2nnc3sc(C(C)N4C(=O)c5ccccc5C4=O)nn23)cc1 (stereo not drawn)	0.4%	5%	10%	-16%	-4%
COCC(=O)N1CCC(Oc2cccc(C(=O)NCc3ccccn3)c2)CC1	0.6%	4%	7%	-2%	-1%
CN1CCN(C(c2ccccc2)c2ccc(Cl)cc2)CC1 (stereo not drawn)	i	-5%	8%	19%	-5%
CC(C)c1ccc(C(O)P(=O)(OCc2ccccc2)c2ccc(N(C)C)cc2)cc1 (stereo not drawn)	3.7%	-28%	-13%	13%	9%
CNc1c(NS(=O)(=O)c2ccc(F)cc2)c(=O)oc2ccccc12	i	14%	7%	-2%	-2%
CCN(CC)S(=O)(=O)c1ccc(=O)[nH]c1	1.4%	2%	10%	2%	5%
O=c1[nH][nH]c(C(F)(F)F)c1C=NCc1ccccc1Cl	0.3%	16%	-4%	0%	0%
O=C(N/N=C/c1cccc(C(F)(F)F)c1)c1cc2c(s1)-c1ccccc1CC2	1.0%	0%	1%	-1%	6%
COC(=O)[C@@H](NC(=O)NCc1ccc(F)cc1)C(C)C	0.7%	-5%	3%	3%	0%
CCc1cc(=O)oc2c3c(cc(OCC(=O)NCCN4CCOCC4)c12)OC(C)(C)CC3	1.3%	0%	1%	-3%	-4%
Cc1cccc(-c2nc(CS(=O)CC(=O)N3CCN(C)CC3)c(C)o2)c1 (stereo not drawn)	1.4%	-4%	4%	-5%	-8%
CCOC(=O)C1=C(C)NC(=O)NC1c1ccc(-c2ccc(F)cc2)o1 (stereo not drawn)	1.6%	15%	-5%	99%	3%
CC(=O)Nc1ccc(NC(=O)[C@@H](NC(=O)c2ccccc2F)C(C)C)cc1	0.9%	-1%	18%	-2%	0%
CN(C)CCCNc1oc(/C=C/c2ccccc2)nc1C#N	i	-14%	-17%	49%	6%
COC(=O)c1cccc(N2C(=O)c3cccnc3C2=O)c1	i	4%	3%	0%	2%
CCCCCCSc1ccc(-c2nc3ccc(C)cn3c2NCc2ccccc2)cc1OC	0.7%	9%	5%	nt	-9%
COc1cccc(CN(C)C(=O)/C=C/c2ccc(S(=O)(=O)N3CCCCCC3)cc2)c1	7.2%	-8%	-3%	33%	4%
Cc1onc(-c2ccccc2Cl)c1C(=O)N1CCc2ccccc2C1	5.1%	7%	-1%	34%	-5%
Cc1cccc(C)c1NC(=O)COC(=O)c1cc[n+]([O-])cc1	0.5%	3%	2%	-13%	2%
Cc1ccc(C2OC(=O)c3ccccc32)cc1 (stereo not drawn)	i	-6%	-7%	36%	-4%
Cc1cccnc1NC(=O)CCn1c(=O)oc2ccccc21	i	0%	0%	-9%	5%
C[C@H](CO)N1C[C@H](C)[C@@H](CN(C)C(=O)Nc2ccc(C(F)(F)F)cc2)Oc2c(NC(=O)NC3CCCCC3)cccc2C1=O	i	nt	1%	56%	11%
N#Cc1c(/N=C/c2ccc(-c3ccccc3C(=O)O)o2)sc2c1CCCC2	i	-6%	4%	-14%	-3%
CN(CC(=O)Nc1c(Cl)cccc1Cl)C(=O)c1ccccc1SCC(=O)N1CCCC1	0.3%	3%	-6%	5%	10%
COc1ccc(NC(=O)Nc2nnc(C(C)(C)C)s2)cc1	4.5%	10%	-13%	0%	6%
